Bioassay records from PubChem.
TbPYK inhibitor = qHTS of Trypanosoma Brucei Inhibitors | TbPYK enzyme, Kinase-Glo Plus ATP luminescence, 45 min | pyruvate kinase (Trypanosoma brucei), Q57TT1 | hit rate 0.12% among 410,000 | AID 624173, 2012 | Potency, µM (doses to about 76.8 µM), for inactives: at the highest dose activity, negative = inhibition, usual class: inhibitors; note: potency is the fitted concentration of half-maximal effect; nearly all actives have a fitted effect of over 50% in size
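ADP (130 uM final) triggers the TbPYK reaction after compound addition; incubation is 45 min at room temperature. Kinase-Glo Plus is then added and luminescence imaged. Normalized data are fitted to concentration-effect curves.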
LmPK inhibitor = qHTS Assay for Inhibitors of Leishmania Mexicana Pyruvate Kinase (LmPK); AID 1721, 2009; Q27686; purified LmPK, Kinase-Glo ATP luminescence, 1 h; hit rate 0.37% among 290,000; Potency, µM (highest dose often 57.5 µM), for inactives: at the top dose activity change, negative = inhibition, usual class: inhibitors; note: potency is the fitted concentration of half-maximal effect
Target sequence (Q27686 whole entry, looked up): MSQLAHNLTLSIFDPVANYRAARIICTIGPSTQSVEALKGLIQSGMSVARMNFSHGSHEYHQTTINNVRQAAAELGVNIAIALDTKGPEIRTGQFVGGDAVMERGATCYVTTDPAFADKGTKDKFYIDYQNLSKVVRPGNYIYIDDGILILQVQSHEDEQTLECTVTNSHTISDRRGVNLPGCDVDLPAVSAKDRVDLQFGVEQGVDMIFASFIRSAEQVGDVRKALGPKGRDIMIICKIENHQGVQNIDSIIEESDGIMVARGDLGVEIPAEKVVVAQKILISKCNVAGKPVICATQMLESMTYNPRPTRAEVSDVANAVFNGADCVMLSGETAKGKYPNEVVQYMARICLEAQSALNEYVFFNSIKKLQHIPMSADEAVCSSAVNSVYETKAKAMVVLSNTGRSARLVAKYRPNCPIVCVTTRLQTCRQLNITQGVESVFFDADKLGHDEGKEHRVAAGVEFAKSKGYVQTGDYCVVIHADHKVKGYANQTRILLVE
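qHTS format; LmPK 0.1 nM; substrates PEP 0.5 mM and ADP 0.1 mM. One-hour room-temperature incubation, then coupled luciferase luminescence; 0.5 nM enzyme wells mark activation.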
Sm TGR block = qHTS Assay for the Inhibitors of Schistosoma Mansoni Peroxiredoxins. Schistosoma mansoni thioredoxin glutathione reductase (TGR), Q962Y6. AID 485364, 2010. Potency, µM (highest dose often 114 µM), for the others: at the highest dose activity change, negative = inhibition, actives largely listed as inhibitors. purified TGR, DTNB reduction, TNB absorbance 405 nm. hit rate 3% among 360,000; note: potency is the fitted concentration of half-maximal effect; nearly all actives have a fitted effect of over 60% in size
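First, TGR (20 nM dispensed) and NADPH were mixed with compound. Second, a 15 min room-temperature incubation followed. Third, further NADPH and then DTNB were added to start the reaction. Finally, TNB absorbance was monitored kinetically.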
AmpC inh detg = qHTS Inhibitors of AmpC Beta-Lactamase (assay with detergent) | P00811 | AmpC hydrolysis of nitrocefin, absorbance 480 nm, 0.01% Triton | hit rate 0.041% among 370,000 | Potency, µM (titrated, usually from 114 µM), inactives show top-dose activity change, negative = inhibition, usual class: inhibitors | AID 485294, 2010;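 note: potency is the fitted concentration of half-maximal effect; 0% = no-compound wells and -100% = no-enzyme wells; nearly all actives have a fitted effect of over 25% in size; some results filed as inactive show a strong effect at the top dose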
Target sequence (P00811 whole entry, looked up): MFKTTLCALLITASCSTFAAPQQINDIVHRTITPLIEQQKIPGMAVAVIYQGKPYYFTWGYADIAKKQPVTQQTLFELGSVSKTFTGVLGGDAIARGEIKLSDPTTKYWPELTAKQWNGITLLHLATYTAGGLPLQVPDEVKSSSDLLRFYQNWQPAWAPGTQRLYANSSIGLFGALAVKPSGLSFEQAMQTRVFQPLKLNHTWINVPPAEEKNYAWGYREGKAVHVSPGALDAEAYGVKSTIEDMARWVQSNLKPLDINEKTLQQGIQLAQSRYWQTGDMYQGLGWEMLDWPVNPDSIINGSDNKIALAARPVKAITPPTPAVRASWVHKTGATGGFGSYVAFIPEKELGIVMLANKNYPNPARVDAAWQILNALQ
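AmpC (5.3 nM in the dispensed reagent) in 20 mM phosphate pH 7.0 with 0.01% (detergent screen) or 0.0001% Triton X-100 was preincubated with compounds for 15 min at room temperature. Nitrocefin was then added from an 800 uM solution, and hydrolysis was followed at 480 nm.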
AMA1-RON2 inh = qHTS for Inhibitors of AMA1-RON; Towards Development of Antimalarial Drug Lead: Primary Screen; Plasmodium falciparum AMA1 (3D7) - RON2 peptide interaction; AlphaScreen AMA1-biotinylated RON2 peptide binding; Potency, µM (doses to about 58.2 µM), without a hit: top-dose activity change, negative = inhibition, actives largely listed as inhibitors; hit rate 0.2% among 360,000; AID 720542, 2013;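 note: potency is the fitted concentration of half-maximal effect; 0% = vehicle wells and -100% = peptide control; nearly all actives have a fitted effect of over 45% in size; some results filed as inactive show a strong effect at the top dose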
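AMA1 (3D7) with his tag at 25 nM final met compounds first, then biotinylated RON2 peptide at 25 nM; detection used donor plus acceptor beads, 10 µg/mL apiece, read by AlphaScreen after 30 min at room temperature.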
AmpC inh no detg = qHTS Inhibitors of AmpC Beta-Lactamase (assay without detergent). P00811. AmpC nitrocefin hydrolysis, absorbance 480 nm, 0.0001% Triton. Potency, µM (doses to about 57.1 µM), inactives show top-dose activity change, negative = inhibition, actives largely listed as inhibitors. hit rate 0.52% among 330,000. AID 485341, 2010;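 note: potency is the fitted concentration of half-maximal effect; plate controls were no compound for no effect and no enzyme for full effect; nearly all actives have a fitted effect of over 20% in size; some results filed as inactive show a strong effect at the top dose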
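AmpC (5.3 nM in the dispensed reagent) in 20 mM phosphate pH 7.0 with 0.01% (detergent screen) or 0.0001% Triton X-100 was preincubated with compounds for 15 min at room temperature. Nitrocefin was then added from an 800 uM solution, and hydrolysis was followed at 480 nm.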
HCMV inh = qHTS Assay for inhibitors of the human cytomegalovirus (HCMV) | HFF cells, HCMV-luciferase reporter, 72 h; hits give low values | activity change, negative = inhibition, % at 57.5 µM | hit rate 4.5% among 410,000; in the data active = activity change below about -60%; inconclusive = no clear call, values can overlap the other calls; inactive = above about -39%
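Screen run at 2 compound doses on HFFs infected with reporter HCMV, MOI 1 PFU/cell. Luciferase activity from cell lysates at 72 h post infection gave inhibition relative to buffer-only and Salinomycin wells.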
The depositor's hits bear a star; ? = inconclusive; nt = no result given; [ ] = dose if it differs, or a comment. Unless noted, calls come from the whole dose curve; as a rule, active = well fitted curve in the direction sought with a large enough effect; inconclusive = small, poorly fitted or top-dose-only effect, or another doubt; inactive = no such curve, though single readings can be large; an effect the other way counts as inactive or inconclusive. Unless noted, % is set by controls: 0 for no effect and ±100 for the full control effect. Outcome played no part in choosing rows; 7.4% or so of the library scored in one or more.

Value order – TbPYK inhibitor	LmPK inhibitor	Sm TGR block	AmpC inh detg	AMA1-RON2 inh	AmpC inh no detg	HCMV inh
CCc1ccccc1S(=O)(=O)Cc1ccc(C(=O)N2CCN(c3ccccc3OC)CC2)o1
→ 4.6%	10.5%	?	6.5%	3.2%	129.9%[activator]	-13.6
CCn1c(=NC(=O)c2ccc(S(=O)(=O)N(C)C)cc2)sc2cccc(OC)c21
→ 4.6%	8.1%	2.0%	?	-13.0%	-5.4%	-28.4
Cc1cccc(NC(=O)c2cc3ccccc3c(=O)o2)n1
→ -0.1%	nt	nt	nt	9.1%	nt	-28.3
CC(OC(=O)c1ccc(=O)n(Cc2ccccc2)n1)C(=O)Nc1cccc(Cl)c1 (stereo not drawn)
→ -21.6%	nt	1.7%	-16.7%	-5.5%	15.2%	4.9
COCCn1c(CCC(=O)Nc2ccc(OC)c(OC)c2)nc2cccnc21
→ -3.2%	nt	3.4%	20.9%	nt	nt	1.2
O=C(c1ccc(Cn2c(=S)[nH]c3ccc(N4CCOCC4)cc3c2=O)cc1)N1CCC(N2CCCCC2)CC1
→ 4.2%	-2.7%	-24.6%	8.4%	5.9%	99.2%[activator]	-37.2
COc1ccc(CC(=O)N2CCCc3ccccc32)cc1
→ -7.4%	0.9%	5.3%	-2.8%	7.7%	-16.7%	4.8
CCC(CO)Oc1cc(NCc2ccncc2)c2ncn(C(C)C)c2c1 (stereo not drawn)
→ 0.5%	nt	nt	nt	-5.3%	2.9%	47.1
FC(F)c1nc2nc(Cl)c(Cl)nc2[nH]1
→ -3.8%	nt	nt	nt	6.3%	nt	-32.2
O=[N+]([O-])c1cccc(NP(=O)(N2CC2)N2CC2)c1
→ -2.6%	nt	nt	nt	0.4%	nt	-27.7
CCc1ccc(OCC(=O)N/N=C(\C)c2ccccc2OC(F)F)cc1
→ 3.3%	-1.5%	1.9%	2.7%	13.5%	1.5%	1.5
COc1ccc(CCNC(=O)NC2CCCCC2)cc1
→ 6.1%	-3.4%	-2.1%	3.0%	2.3%	-17.5%	30.6
C=CCNC(=O)NC(=O)COC(=O)CNS(=O)(=O)c1ccc(F)c(F)c1F
→ 3.6%	-3.9%	-2.2%	-8.8%	9.1%	16.2%	3.9
COC(=O)CNC(=O)c1cc(-c2ccncc2)nc2ccccc12
→ -1.5%	-4.0%	11.2%	1.5%	-20.8%	6.3%	2.7
CCOC(=O)c1cc(S(=O)(=O)Nc2ccccc2OCC)[nH]n1
→ -11.0%	nt	-4.1%	-4.3%	nt	nt	4.4

Reprinted from the results shown for reference:
Value order – TbPYK inhibitor	LmPK inhibitor	Sm TGR block	AmpC inh detg	AMA1-RON2 inh	AmpC inh no detg	HCMV inh
COCCn1c(CCC(=O)Nc2ccc(OC)c(OC)c2)nc2cccnc21
→ -3.2%	nt	3.4%	20.9%	nt	nt	1.2
O=C(c1ccc(Cn2c(=S)[nH]c3ccc(N4CCOCC4)cc3c2=O)cc1)N1CCC(N2CCCCC2)CC1
→ 4.2%	-2.7%	-24.6%	8.4%	5.9%	99.2%[activator]	-37.2

More compounds:
Value order – TbPYK inhibitor	LmPK inhibitor	Sm TGR block	AmpC inh detg	AMA1-RON2 inh	AmpC inh no detg	HCMV inh
O=C(CN1CCN(c2ccc(C(F)(F)F)cn2)CC1)Nc1ccc2c(c1)OCO2
→ 6.1%	2.3%	22.4%	1.1%	0.0%	-8.8%	-13.9
COc1ccc2[nH]c3nc(SC(C)C)nnc3c2c1
→ -13.5%	-1.6%	3.9%	10.2%	-15.9%	-27.7%	-20.7
Cc1ccc(CNc2nc(-c3ccco3)nn2C(=O)c2ccccc2[N+](=O)[O-])cc1
→ -9.1%	nt	-8.0%	-6.0%	nt	nt	80.9
C=C(C)C(=O)Nc1cccnc1Oc1ccc(F)cc1
→ 5.1%	-1.3%	18.6%	-12.9%	-7.4%	-14.8%	102.4
Cc1ccc(S(=O)(=O)NC(CC(=O)O)c2ccc(F)cc2)cc1 (stereo not drawn)
→ -2.0%	-6.6%	6.9%	-7.6%	-5.8%	0.2%	2.0
COc1ccc(C(=O)OCn2nnc3ccccc3c2=O)cc1[N+](=O)[O-]
→ 1.9%	2.4%	24.9%	2.6%	-4.0%	-0.1%	-11.5
O=C(CSc1n[nH]c(=O)n1Cc1ccccc1)Nc1ccc(F)c(F)c1F
→ -12.8%	-2.5%	10.4%	8.6%	1.1%	-14.3%	-26.7
CCCOC(=O)c1ccc(Oc2cn[nH]c2-c2ccc(O)cc2O)cc1
→ 2.8%	4.5%	-10.2%	-4.6%	83.2%[activator]	?	?
Cc1ccc(NC(=O)COC(=O)Cc2cccs2)cc1S(=O)(=O)N1CCOCC1
→ -3.7%	-3.7%	?	-10.5%	7.1%	-14.3%	-18.8
COc1cccc(CN2C(=O)NC3(CCCCCC3)C2=O)c1
→ -1.0%	5.7%	2.7%	?	2.2%	-15.0%	?
COc1cc2[nH]c(=O)n(CCC(=O)NCc3cccnc3)c(=O)c2cc1OC
→ -1.9%	-10.1%	0.8%	?	-3.0%	-22.1%	-11.3
CC(C)OCCCNC(=O)C1CC(=O)N(C2CCCCCCC2)C1 (stereo not drawn)
→ -2.5%	1.8%	-26.5%	-6.4%	-6.9%	37.5%	-8.7
O=C(NCc1ccco1)c1cc(-c2ccc(F)cc2)on1
→ 1.1%	1.9%	-21.0%	1.4%	-2.2%	-23.6%	42.3
O=C(CSc1nc2cc(Cl)ccc2o1)NCCc1ccccc1
→ 3.7%	4.7%	-1.7%	1.0%	7.7%	-0.9%	?
CN1C(CC(O)c2ccccc2)CCCC1CC(O)c1ccccc1 (stereo not drawn)
→ -0.3%	nt	-3.7%	-8.4%	6.2%	-22.6%	?

Next section
Value order – TbPYK inhibitor	LmPK inhibitor	Sm TGR block	AmpC inh detg	AMA1-RON2 inh	AmpC inh no detg	HCMV inh
Cc1ccc(-n2ncc(C(=O)NC3CC3)c2C2CCN(C(=O)OC(C)(C)C)CC2)cc1
→ 7.1%	13.8%	-1.4%	-19.6%	-8.7%	117.0%[activator]	0.0
Cc1cccc(OCCSc2nc3ccc(NC(=O)c4cccs4)cc3s2)c1
→ 0.4%	nt	0.5%	16.9%	nt	nt	?
CCCCNC(=O)CSc1nc2ccc(NC(=O)CSc3nnc(COc4ccccc4C)n3C)cc2s1
→ 4.2%	4.2%	-3.9%	0.8%	-10.0%	-22.0%	-24.3
CCOC(=O)N1CCN(c2ncc3c(n2)CC(c2ccccc2O)CC3=O)CC1 (stereo not drawn)
→ -13.1%	nt	4.9%	-0.1%	nt	nt	?
CCC(=O)N1N=C(c2cccs2)CC1c1ccc(OC)cc1 (stereo not drawn)
→ 0.1%	-9.0%	-9.8%	?	-0.4%	-0.6%	91.3
COc1ccc(NC(=O)c2nc(C)n(-c3ccc([N+](=O)[O-])cc3)n2)cc1
→ -6.0%	0.2%	1.4%	9.3%	-1.9%	-14.3%	20.3
O=C(Nc1oc2ccccc2c(=O)c1-c1ccc(Cl)cc1)c1ccco1
→ 1.1%	-1.5%	2.2%	-5.2%	1.1%	-50.7%	3.5
CN(C(=O)CSc1nnc(-c2cccnc2)o1)C1CCCCC1
→ -6.4%	nt	-6.3%	-16.8%	7.1%	-35.0%	-3.5
CCN(CC(=O)Nc1ccccc1C(F)(F)F)C(=O)CCc1nc2sc3c(c2c(=O)[nH]1)CCCC3
→ -0.3%	nt	-8.4%	-21.3%	-17.8%	-24.3%	-29.2
CC1CCN(CCCNC(=O)C2CCCN(c3ncnc4c3nc3n4CCCCC3)C2)CC1 (stereo not drawn)
→ -0.8%	-2.6%	0.2%	-4.3%	-5.3%	13.0%	-34.7
CCC(C)NC(=O)Cn1c(=O)ccc2cc(S(=O)(=O)N3CCCC3)ccc21 (stereo not drawn)
→ -2.1%	nt	-0.7%	-6.6%	nt	nt	3.4
Cc1csc2nc(-c3cccc(NC(=O)c4ccccc4F)c3)cn12
→ 0.4%	nt	-1.1%	17.7%	nt	nt	9.9
O=C1C(Cl)=C(N2CCN(Cc3ccccc3)CC2)C(=O)N1Cc1ccccc1
→ 0.9%	-0.7%	1.5%	-10.7%	-14.2%	-23.9%	-27.7
N#Cc1cc2c(nc1SCc1cccc(Cl)c1)CCCCC2
→ 4.8%	0.5%	4.0%	-9.8%	0.0%	-24.5%	-38.8
CCc1nc(CNC(=O)c2cc(OC)c(OC)c(OC)c2)no1
→ -5.2%	-0.7%	2.1%	-8.9%	-6.1%	0.4%	-19.2

Next section.
Value order – TbPYK inhibitor	LmPK inhibitor	Sm TGR block	AmpC inh detg	AMA1-RON2 inh	AmpC inh no detg	HCMV inh
COc1ccc(C(=O)O)cc1S(=O)(=O)NCCCN1CCCC1=O
→ -2.6%	-9.6%	2.1%[11.4 µM]	-7.4%	-6.3%	-7.6%	2.4
CCOC(=O)/C=C1\SCC(=O)N1CC(=O)NCCc1ccc(F)cc1
→ -0.2%	-8.1%	7.0%	4.1%	11.1%	-11.0%	-36.8
C[C@@H]1CN([C@@H](C)CO)C(=O)CCCn2nncc2CO[C@H]1CN(C)S(=O)(=O)c1ccccc1F
→ -0.5%	nt	nt	nt	12.6%	nt	8.9
O=C(NC(C(=O)c1ccccc1)N1CCOCC1)c1cccs1 (stereo not drawn)
→ -3.0%	2.9%	-17.6%	-9.2%	-2.5%	-14.7%	126.6
Cc1ccc(-c2noc(COC(=O)c3ccco3)n2)cc1
→ 2.6%	nt	-3.3%	-12.9%	2.5%[11.6 µM]	-17.2%	-0.1
C/C(=N/NC(=O)CNC(=O)c1cccnc1)c1ccco1
→ -3.3%	3.3%	-2.3%	-1.3%	30.0%[activator]	-7.9%	-4.0
O=[N+]([O-])c1ccc(-c2csc(N/N=C/c3cccnc3)n2)cc1
→ -6.7%	-2.3%	-14.7%	0.2%	17.0%	-23.3%	13.6

Copied from the list:
For HCMV inh, Cc1csc2nc(-c3cccc(NC(=O)c4ccccc4F)c3)cn12 reads 9.9
For HCMV inh, CCC(CO)Oc1cc(NCc2ccncc2)c2ncn(C(C)C)c2c1 (stereo not drawn) reads 47.1
For TbPYK inhibitor, CCC(C)NC(=O)Cn1c(=O)ccc2cc(S(=O)(=O)N3CCCC3)ccc21 (stereo not drawn) reads -2.1%
For AmpC inh no detg, C=C(C)C(=O)Nc1cccnc1Oc1ccc(F)cc1 reads -14.8%
